Source: PubChem (several laboratories)
AI-2 QS mod: Vibrio harveyi AI-2 quorum sensing modulators, primary screen, JMH597 strain, luminescence/OD600 ratio; Vibrio harveyi JMH597 AI-2 luminescence/OD600 ratio, 9 h; active compounds read low; strain lacks LuxN and CqsS sensors; 0 = neutral-control median; activity change, % at 7.5 µM; 300,000 compounds, 0.4% hits; AID 2094, 2009; in the data active = activity change below about -75%, passing the limit was not always enough; inconclusive = no clear call, values can overlap the other calls;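 note: luminescence divided by OD600 gain over 9 h not by final OD600 alone; inactives centre near 13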
KLF5 inhibitor: KLF5 expression inhibitors, primary screen, DLD-1 cells, luminescence; AID 1700, 2009; DLD-1 KLF5 promoter-luciferase reporter; 290,000 compounds, 0.23% hits; inhibition, % at 5 µM;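 active = inhibition above a per-plate limit of that plate's mean compound inhibition plus 3 SD, cut at about 60% in these data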;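 note: 0% = DMSO wells and 100% = LY294002 at 200 µM; higher means less KLF5 promoter-driven luciferase light; inactives centre near -14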
HSP90 refold inh: HSP90 inhibitors, primary screen, cell lysate, luminescence | inhibition, % at 5.6 µM | AID 1789, 2009 | Rabbit reticulocyte lysate, luciferase refolding luminescence, 3 h | 290,000 compounds, 0.91% hits;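 active = inhibition above the screen-wide mean plus 3 SD, computed separately per campaign, cut at about 16% in these data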;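 note: 0% = DMSO wells and 100% = 60 µM geldanamycin wells; inhibitors lower the luminescence because luciferase stays unfolded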
aSyn 5UTR inh: MLPCN primary screen, SNCA 5' untranslated region. inhibition, % (tested at 7.5 µM). alpha-synuclein 5'UTR reporter, inhibitor activity. 300,000 compounds, 0.82% hits; in the data active = inhibition above about 60%; inconclusive = no clear call, values can overlap the other calls;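 note: H4 neuroglioblastoma cells stably carrying SNCA 5'UTR luciferase fusion; 0% = DMSO wells and 100% = positive control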
IEC-6 cytotox: cytotoxicity in IEC-6 intestinal epithelial cells, primary screen, cytotoxicity control for KLF5 inhibitor project, cell-based, luminescence; IEC-6 cytotoxicity, luminescence viability; inhibition, % at 5 µM; 290,000 compounds, 0.78% hits; AID 1825, 2009; in the data active = inhibition above about 22%;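 note: 0% = plate median of test compound wells and 100% = cytotoxic reference compound wells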
Platelet DG rel: inhibitors of platelet dense granule secretion, primary screen, cell-based, MLPCN, human platelets; human platelet-rich plasma, SFLLRN dense granule ATP release, luminescence; inhibition, %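 (compounds screened at 7.5 µM in platelet-rich plasma)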; 300,000 compounds, 0.22% hits; AID 1663, 2009;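 active = mean replicate score, as percent of positive control, at or above 50; inconclusive = mean below 50 but at least one replicate at or above 50; inactive = mean and every replicate below 50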
HDAC3 inh: HDAC3 deacetylase inhibitors, primary screen, biochemical, fluorescence, cell-free homogeneous | recombinant HDAC3, fluorogenic peptide/trypsin coupled | inhibition, % at 8.3 µM | 320,000 compounds, 0.15% hits | AID 2718, 2010; in the data active = inhibition above about 26%, passing the limit was not always enough; inconclusive = no clear call, values can overlap the other calls
Target sequence (O15379 whole entry, looked up): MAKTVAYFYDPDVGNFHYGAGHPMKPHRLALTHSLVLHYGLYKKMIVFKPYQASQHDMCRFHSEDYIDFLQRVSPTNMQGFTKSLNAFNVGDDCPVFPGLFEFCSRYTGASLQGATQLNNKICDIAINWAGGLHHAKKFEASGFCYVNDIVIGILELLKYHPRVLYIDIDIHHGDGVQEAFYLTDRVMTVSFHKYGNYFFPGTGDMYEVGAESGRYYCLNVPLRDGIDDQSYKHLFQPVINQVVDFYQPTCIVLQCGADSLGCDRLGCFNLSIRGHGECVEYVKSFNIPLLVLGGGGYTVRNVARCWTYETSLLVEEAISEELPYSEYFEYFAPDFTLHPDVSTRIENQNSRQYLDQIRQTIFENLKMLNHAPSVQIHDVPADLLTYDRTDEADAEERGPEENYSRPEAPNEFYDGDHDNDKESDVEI
HSF1 inhib: HSF1 inhibitors in luciferase reporter cells, primary screen, cell-based, NIH3T3, luminescence. NIH3T3-HGL HSE-luciferase, MG132-induced, luminescence 8 h; active compounds read low. activity change, negative = inhibition, % at 7.5 µM (by protocol). 300,000 compounds, 0.77% hits;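 active = more than half of replicate wells show activity change below -50%, luminescence cut by over half; inconclusive = some wells, but at most half, below -50%; inactive = no replicate well below -50%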;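 note: luciferase reports HSF-1 transcriptional activity via heat shock element; 0% = median of DMSO wells and -100% = zero luminescence signal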
HSF1 activator: HSF-1 activators, primary screen, NIH3T3-HGL cells, MG132 stress, luminescence, single point; NIH3T3-HGL HSF-1 luciferase reporter, 8 h; 100% = twice DMSO control signal; activation, % at 9 µM; 300,000 compounds, 1.7% hits; AID 504408, 2011;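 active = mean replicate activation of at least 50% with a set share of replicates each reaching 50%; inconclusive = only one of those two conditions met; inactive = mean below 50% and too few replicates reaching it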;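 note: 0% = median of the neutral control wells and 100% = twice that signal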
HIF activator: HIF pathway transcriptional activators, primary screen, cell-based, U2OS HRE-luciferase, luminescence | U2OS HRE-luciferase reporter; normalized: DMSO 0%, desferrioxamine 100% | activation, % at 7.5 µM (by protocol) | 300,000 compounds, 0.32% hits | AID 1910, 2009;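 active = mean activation of at least 10% of the iron chelator positive control signal, with at least half of replicates also reaching 10%; inconclusive = mean and replicate majority disagree about reaching 10%; inactive = mean and most replicates under 10%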
* marks the source's active call; other numbers are inactive results; ? = inconclusive; . = no result given.

[1] CCOC(=O)Nc1cccc2ccccc12
[2] O=C(NCC1CCCO1)c1cccc(NC(=O)c2ccccc2)c1 (stereo not drawn)
[3] O=C(NC(=S)N1CCN(C/C=C/c2ccccc2)CC1)c1ccc(Cl)nc1
[4] CCc1cc2c3c(c(=O)oc2cc1O)CCCC3
[5] O=C(Nc1cccc(F)c1)/C(=C\c1cccnc1)NC(=O)c1ccco1
[6] Cn1c(=O)[nH]c(=O)c2c1ncn2CCCc1ccccc1
[7] Cc1ccc(C2CC2c2n[nH]c(=S)n2-c2cccc(C)c2)cc1 (stereo not drawn)
[8] CN(C)CCCNc1c2c(nc3ccccc13)CCC2
screen / no.	1	2	3	4	5	6	7	8
IEC-6 cytotox	3	10	-1	-2	-2	-2	4	2
HIF activator	.	0.2	-0.2	-41	-0.3	-0.4	0.2	-0.9
Platelet DG rel	-2	4	2	2	-1	11	-5	4
HSF1 inhib	-10	-2	38	-21	-7	-3	4	-3
AI-2 QS mod	-11	53	-5	7	26	15	8	4
HSF1 activator	17	-14	69*	-32	-4	-2	-12	19
HSP90 refold inh	5	-1	-1	0	-5	-1	-1	0
aSyn 5UTR inh	-18	-2	-1	18	-6	-17	7	-44
HDAC3 inh	5	4	1	-168	1	-3	-1	4
KLF5 inhibitor	-11	-10	-8	-47	-9	-7	5	-15

[9] N#C/C(=C\c1cccc([N+](=O)[O-])c1)c1nnc2n1CCCCC2
[10] Cc1ccccc1NS(=O)(=O)c1cc(C(=O)NCCC2=CCCCC2)ccc1Cl
[11] OCc1ncccc1O
[12] COc1ccc(NC(=O)c2cc(Cl)ccc2Cl)c([N+](=O)[O-])c1
[13] Cc1ccc(-c2nc(NC(=O)CSc3ccc4ccccc4n3)ns2)cc1
[14] N/C(=N\OC(=O)c1cccc(Br)c1)c1ccc(Br)cc1
[15] CC(=O)NC1(C(F)(F)F)NC(=O)N(CC(C)C)C1=O (stereo not drawn)
[16] O=C1N[C@H](C(=O)O)CS1
screen / no.	9	10	11	12	13	14	15	16
IEC-6 cytotox	-2	10	-3	-6	-1	7	4	.
HIF activator	-0.6	-0.2	-28	-0.6	0.0	0.4	-0.2	-0.1
Platelet DG rel	3	2	-7	-2	1	16	3	-2
HSF1 inhib	-2	7	1	12	3	9	-4	3
AI-2 QS mod	23	13	25	28	35	52	9	7
HSF1 activator	-14	22	9	-9	8	32	2	0
HSP90 refold inh	-3	2	-1	-6	4	-2	1	.
aSyn 5UTR inh	24	23	1	51	-28	-96	-4	-23
HDAC3 inh	2	1	-1	-1	12	-6	3	-5
KLF5 inhibitor	-16	-9	-26	0	-9	7	-23	.

[17] Cc1cc(SCC(=O)Nc2ccccc2)nc(C)n1
[18] COc1cc(NC(=O)c2sc3nc(C)nc(N4CCOCC4)c3c2C)cc(OC)c1OC
[19] CC(=O)N1CCOc2ccc(S(=O)(=O)N3CCC(C(=O)NCc4ccccc4)CC3)cc21
[20] CC1CCN(c2ccc(C(=O)Nc3nnc(C4CC4)s3)cc2[N+](=O)[O-])CC1
[21] CC1Cc2ccccc2N1C(=S)NC(=O)c1ccco1 (stereo not drawn)
[22] OCCNc1nc(Nc2ccccc2C(F)(F)F)nc(N2CCCC2)n1
[23] COc1ccc(CNC(=S)Nc2cccc(Cl)c2)cc1
[24] O=C(NCCc1nnc2ccc(NCc3cccnc3)nn12)c1ccccc1F
screen / no.	17	18	19	20	21	22	23	24
IEC-6 cytotox	3	14	8	-3	-1	.	.	-3
HIF activator	-0.1	-0.3	0.0	-0.2	2.6	0.7	1.9	-0.4
Platelet DG rel	25	11	-42	-9	-2	11	6	4
HSF1 inhib	4	0	-3	6	3	-6	18	-5
AI-2 QS mod	17	2	11	18	32	18	-84*	11
HSF1 activator	-4	17	5	0	-11	-8	13	8
HSP90 refold inh	1	-5	4	0	-3	.	.	-2
aSyn 5UTR inh	4	-11	13	-36	7	7	-26	-1
HDAC3 inh	-3	9	-2	0	-2	1	1	3
KLF5 inhibitor	-19	-14	-14	5	-27	.	.	2

[25] CCCCS(=O)(=O)Nc1ccc(C)cn1
[26] Cc1ccc(-c2cc(C(=O)N/N=C/c3ccccc3)n[nH]2)o1
[27] O=c1[nH]cccc1-c1nc2ccccc2n1Cc1cccc(Cl)c1
[28] O=C(CNC(=O)c1ccco1)NCC(=O)OCc1c(F)cccc1Cl
[29] CC1(C)SCC2C(=O)N3C(CSC3(C)C)C(=O)N21 (stereo not drawn)
[30] O=C(CN=C1NS(=O)(=O)c2ccccc21)OCC(=O)c1ccccc1
[31] O=C(CCCCCCCC(=O)NNC(=O)Nc1ccccc1)NNC(=O)Nc1ccccc1
[32] CNC(=O)c1c(NC(=O)c2ccc(N3C(=O)CCC3=O)cc2)sc2c1CCC(C)C2 (stereo not drawn)
screen / no.	25	26	27	28	29	30	31	32
IEC-6 cytotox	0	-1	-9	-3	3	0	-3	4
HIF activator	2.1	0.8	0.3	-0.7	0.0	-0.3	-1.0	-0.2
Platelet DG rel	3	3	-1	-3	6	-4	9	0
HSF1 inhib	-1	7	-4	-1	-6	-12	-3	-7
AI-2 QS mod	1	22	16	8	5	3	64	9
HSF1 activator	5	11	6	3	6	0	-7	-10
HSP90 refold inh	2	8	-3	2	11	2	1	1
aSyn 5UTR inh	-21	-28	3	24	-10	1	4	-19
HDAC3 inh	-17	-6	-99	-10	-4	1	-3	-6
KLF5 inhibitor	6	-41	4	-5	-18	-23	-17	8

[33] O=C(c1ccc2c(c1)OCO2)N1CCOCC1
[34] COC(=O)c1cc(S(=O)(=O)N2CCCCC2)c[nH]1
[35] COc1ccc(C2Nc3ccccc3NC3=C2C(=O)CC(C)(C)C3)cc1 (stereo not drawn)
[36] Cn1c(=S)[nH]c(=O)c2ncc(=O)[nH]c21
[37] Nc1nnc(CCS(=O)(=O)c2ccc(Br)cc2)s1
[38] COc1ccc(NC(=S)N2CCN(S(=O)(=O)c3ccc(OC)cc3)CC2)cc1
[39] Cc1cc(=O)[nH]c(SCC(=O)c2ccc(C(C)C)cc2)n1
[40] C/C(N)=C(/C#N)C(=O)CSc1nc2ccccc2c(=O)n1CCCOC(C)C
screen / no.	33	34	35	36	37	38	39	40
IEC-6 cytotox	-1	-2	-1	-2	-4	-1	6	0
HIF activator	0.2	-0.5	0.5	0.3	-0.6	.	0.1	0.1
Platelet DG rel	-2	0	5	7	5	.	7	0
HSF1 inhib	-39	1	-1	-1	-7	.	4	3
AI-2 QS mod	4	-7	12	-12	15	29	55	5
HSF1 activator	-38	4	25	6	-10	.	-1	10
HSP90 refold inh	2	2	3	3	-1	-5	0	2
aSyn 5UTR inh	5	11	-6	-6	-6	.	-10	4
HDAC3 inh	-1	0	-3	1	5	5	1	0
KLF5 inhibitor	-6	-11	-18	-12	8	-28	-66	-3

Some values from the list.
In HSP90 refold inh, `N#C/C(=C\c1cccc([N+](=O)[O-])c1)c1nnc2n1CCCCC2` has -3
In HSF1 activator, `COC(=O)c1cc(S(=O)(=O)N2CCCCC2)c[nH]1` has 4
In aSyn 5UTR inh, `CC1CCN(c2ccc(C(=O)Nc3nnc(C4CC4)s3)cc2[N+](=O)[O-])CC1` has -36
In aSyn 5UTR inh, `COc1cc(NC(=O)c2sc3nc(C)nc(N4CCOCC4)c3c2C)cc(OC)c1OC` has -11
In HIF activator, `COc1ccc(NC(=O)c2cc(Cl)ccc2Cl)c([N+](=O)[O-])c1` has -0.6
In aSyn 5UTR inh, `Cc1ccc(C2CC2c2n[nH]c(=S)n2-c2cccc(C)c2)cc1` (stereo not drawn) has 7

The main list resumes with the 2 entries that preceded the break.
[39] Cc1cc(=O)[nH]c(SCC(=O)c2ccc(C(C)C)cc2)n1
[40] C/C(N)=C(/C#N)C(=O)CSc1nc2ccccc2c(=O)n1CCCOC(C)C
[41] O=C(Oc1ccccc1Cl)c1ccccc1P(=O)(O)O
[42] O=c1[nH]cnc2c1ncn2[C@@H]1O[C@H](CO)[C@@H](O)[C@H]1O
[43] O=C(NC(=S)Nc1ccc(F)cc1)c1ccc2c(c1)OCCO2
[44] COC(=O)CN1CCN(C(=O)c2ccc(F)cc2)c2ccccc2C1
[45] COc1ccc(C(=O)Nc2nc(N)n(-c3ccccc3)n2)cc1
[46] Cc1nc(CN2CCN(C(=O)NC3(c4ccccc4)CC3)CC2)cs1
[47] COc1ccc2c(c1)CCc1c(C(=O)NC3CCCCC3)noc1-2
[48] COc1cc(/C=C/C(=O)O)cc(S(=O)(=O)Nc2ccc3c(c2)OCO3)c1OC
screen / no.	39	40	41	42	43	44	45	46	47	48
IEC-6 cytotox	6	0	2	-4	4	-4	3	2	2	5
HIF activator	0.1	0.1	.	-0.2	-0.4	0.6	-20	0.2	3.6	-0.5
Platelet DG rel	7	0	-7	-3	-11	4	0	-36	-3	-2
HSF1 inhib	4	3	0	-4	-68*	-9	0	0	23	-5
AI-2 QS mod	55	5	26	21	1	2	35	0	3	5
HSF1 activator	-1	10	11	4	-73	2	8	-9	45	-19
HSP90 refold inh	0	2	10	1	8	1	2	-3	-2	-1
aSyn 5UTR inh	-10	4	19	13	-43	5	-1	16	-61	-2
HDAC3 inh	1	0	1	.	2	-1	-2	3	2	5
KLF5 inhibitor	-66	-3	-20	-4	-180	-30	-15	-24	-35	-36

[49] O=C(NC1=NCCS1)c1ccc(Cl)s1
[50] OCCCN1CCN(CCCOc2ccccc2-c2ccccc2)CC1
[51] CC1(C)CC(=O)C=C(NCc2ccccc2)C1
[52] Cc1ccc(/C=N/N2C(=S)SC(C)(C)C2N(O)C(=O)Nc2ccc([N+](=O)[O-])cc2)cc1 (stereo not drawn)
[53] CCOC(=O)c1c(C)[nH]c(C2=NNC(=NC(C)COC)SC2)c1C (stereo not drawn)
[54] COc1cc(/C=C(\C#N)C(=O)Nc2cc(C(F)(F)F)ccc2Cl)ccc1OCC(=O)Nc1cccc(C(F)(F)F)c1
[55] O=S1(=O)NC[C@]23C[C@H](c4ccc(F)cc4)[C@@H](C[C@@H]21)O3
[56] O=C(CNC(=O)c1nc[nH]c1C(=O)NCC(=O)OCc1ccccc1)OCc1ccccc1
screen / no.	49	50	51	52	53	54	55	56
IEC-6 cytotox	-2	6	-3	-9	2	6	.	4
HIF activator	1.8	1.3	0.2	0.2	1.0	-0.3	-0.1	-4.3
Platelet DG rel	5	-7	4	2	3	22	-3	1
HSF1 inhib	18	0	1	4	9	7	-2	?
AI-2 QS mod	10	19	24	-1	34	2	8	18
HSF1 activator	19	5	8	-7	8	12	-4	-56
HSP90 refold inh	-3	3	-2	-1	1	7	.	-1
aSyn 5UTR inh	-112	-2	-14	11	-99	-45	0	-7
HDAC3 inh	-2	6	-4	14	6	1	-8	-6
KLF5 inhibitor	-107	-22	-3	-1	-48	-11	.	-4
